High-throughput results as filed in PubChem.
TNAP inhibition = human TNAP enzyme inhibitors, biochemical, luminescent (AID 518) | Alkaline phosphatase, tissue-nonspecific isozyme (Homo sapiens) | purified TNAP enzyme, luminescent substrate readout; higher % means a stronger effect | one-dose inhibition, % at 20 µM; IC50 in µM for titrated hits | 64,000 tested, 0.09% active; in the data active = a potency from the dose series; inactive = the rest, 99 in 100 with inhibition below about 22%;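 also: plate controls were vehicle for no effect and reference inhibitor for full effect; many of its hits are not listed in these tables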
HPDE-C7 cytotoxicity = cytotoxicity in HPDE-C7 cells, cell-based, fluorescence, HTS (AID 430) | cytotoxicity, % at 10 µM; hits with a dose series show EC50 in µM | 63,000 tested, 1.8% active | HPDE-C7 pancreatic duct cells viability, fluorescence; higher % means a stronger effect;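 also: cells exposed to compound for 48 hours before viability readout; 0% = vehicle and 100% = reference cytotoxic drug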
KRASV12 cytotoxicity = cytotoxicity in KRAS-transformed pancreatic duct cells, primary screen, cell-based, fluorescence, HTS (AID 431). cytotoxicity, % at 10 µM, or EC50 in µM where a hit was titrated. 63,000 tested, 1.7% active. HPDE-C7K KRASV12 cells, Alamar Blue viability, 48 h; higher % means a stronger effect;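 active = compounds whose percent cytotoxicity in the single-dose primary screen, scaled between solvent and toxic-drug controls, exceeds 50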;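 also: 0% = DMSO solvent wells and 100% = doxorubicin-treated wells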
DPM-DC inhibit = S. pneumoniae DPM-DC inhibitors, primary screen, biochemical, PK/LDH-coupled NADH fluorescence | diphosphomevalonate decarboxylase (Streptococcus pneumoniae D39) | purified DPM-DC | calls only at 10 µM | 65,000 tested, 0.49% active | AID 556, 2006;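 active = the 320 compounds with the highest percent inhibition in the single-dose primary screen, excluding strongly autofluorescent ones, cut at about 32% in these data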;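 also: kinetic rate of NADH fluorescence loss reporting ADP formed by the decarboxylase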
HT1080 cytotoxicity = cytotoxicity in HT1080 fibrosarcoma cells, cell-based, fluorescence readout (AID 620). HT1080 viability, fluorescence; higher % means a stronger effect. cytotoxicity, % at 10 µM, or EC50 in µM where a hit was titrated. 87,000 tested, 0.42% active;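 also: cells exposed to compound overnight then 4 h with Alamar Blue; 0% = vehicle DMSO and 100% = killing control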
LYP inhibition = LYP phosphatase inhibitors, primary screen, biochemical, DiFMUP fluorescence, recombinant catalytic domain, 10 µM (AID 606); recombinant LYP catalytic domain, DiFMUP fluorescence; higher % means a stronger effect; inhibition, % at 10 µM; hits with a dose series show IC50 in µM; 52,000 tested, under 10 active;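 active = IC50 under 40 µM in the dose-response test; inactive = IC50 of 40 µM or more, or never dose-tested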
PMK inhibit = S. pneumoniae PMK inhibitors, primary screen, biochemical, mevalonate pathway, pilot trial included; phosphomevalonate kinase (Streptococcus pneumoniae D39); purified PMK, PK/LDH-coupled NADH absorbance 340 nm; inhibition, % at 10 µM; 65,000 tested, 0.49% active; AID 539, 2006;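 active = top-ranked compounds by inhibition in the single 10 µM screen, taking a fixed number of the strongest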;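 also: 0% = full reaction with DMSO carrier and 100% = background rate without enzyme reaction; no value below 0 was filed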
Spn MK inh = S. pneumoniae MK inhibitors, primary screen, biochemical, PK/LDH-coupled NADH absorbance; 65,000 tested, 0.48% active; purified MK, PK/LDH-coupled NADH absorbance 340 nm; AID 555, 2006; inhibition, % at 10 µM; mevalonate kinase [Streptococcus pneumoniae D39];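 active = ranked among the strongest by inhibition in the single 10 µM screen, a fixed top-ranked set picked for dose follow-up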; also: no value below 0 was filed
Bfl-1 displacement = Bfl-1 inhibitors, primary screen, biochemical, fluorescence polarization, FITC-Bid, mouse (AID 432). 64,000 tested, 0.02% active. one-dose displacement, % at 20 µM; IC50 in µM for titrated hits. Bcl-2-related protein A1 (Mus musculus). FITC-Bid BH3 peptide fluorescence polarization displacement; higher % means a stronger effect; in the data active = a potency from the dose series; inactive = the rest, 99 in 100 with displacement below about 15%; also: strong numbers were not always called active
PMK inhibit pilot replicates = also measured in PMK inhibit; calls as there; inhibition, %; measured here: pilot screen replicates
Spn MK inh pilot replicates = further read-out of Spn MK inh, marked with its call; inhibition, %; measured here: pilot screen replicates
DPM-DC inhibit pilot screen % = recorded beside DPM-DC inhibit, whose call it bears; inhibition, %; measured here: pilot screen trials
An asterisk follows results filed as active; i = inactive; . = no result given. Rule as the data show it, unless noted: active = cytotoxicity above about 50%; inactive = the rest. Rows are unselected; overall some 3.5% were active at least once.

SMILES | TNAP inhibition | HPDE-C7 cytotoxicity | KRASV12 cytotoxicity | DPM-DC inhibit | HT1080 cytotoxicity | LYP inhibition | PMK inhibit | Spn MK inh | Bfl-1 displacement | others
Cn1c(=O)c2c(nc(NCCNC(=O)c3ccco3)n2Cc2ccc(Cl)cc2Cl)n(C)c1=O | 13% | 28% | 28% | i | 24% | . | 4 | 7 | -5%
CCc1cc2c(SCC(=O)O)ncnc2s1 | 5% | -8% | -10% | i | 2% | 8% | 0 | 5 | 0%
CC(=O)Nc1ccc(NC(=O)N2CCCCC2)cc1 | 14% | -21% | -19% | i | -4% | 7% | 10 | 5 | -3%
O=C1CCC(=O)N1OCCCOc1ccc(Br)cc1Cl | 11% | -3% | 0% | i | -9% | 1% | 12 | 10 | -1% | PMK inhibit pilot replicates=0.0;Spn MK inh pilot replicates=1.5;DPM-DC inhibit pilot screen %=1.0
Cc1sc2nc(SCC(=O)NCc3ccco3)n(-c3ccccc3)c(=O)c2c1C | 16% | 18% | 7% | i | 7% | 8% | 11 | 13 | -2%
CCc1cc(=O)oc2c(CN3CCCC3)c(O)c(Cl)cc12 | -1% | -2% | -3% | . | 16% | -11% | 0 | 4 | -2%
CCc1ccccc1NC(=O)N[C@@H](C)C(=O)OC | 2% | -16% | -21% | i | -7% | . | 6 | 11 | 0%
CCCC(=O)Nc1ccc(-c2nc3cc(C)ccc3o2)cc1 | -4% | 21% | 34% | . | . | -8% | 0 | 2 | -8%
CCC1CCCCN1Cc1nc2c(c(=O)n(C)c(=O)n2C)n1CCC(C)C (configuration not stated) | 13% | -13% | -2% | i | -7% | 6% | 0 | 4 | -4%
O=C(Nc1cccc(NC(=O)c2ccc(Br)o2)n1)c1ccc(Br)o1 | 5% | -8% | 0% | i | . | . | 20 | 0 | -1%
Cc1cc(C(=O)NCCCN2CCCC2=O)no1 | 9% | -13% | 0% | i | 1% | -8% | 4 | 1 | -1%
CCN1CCN(C(c2cccs2)C(C)NC(=O)CC(C)C)CC1 (configuration not stated) | 3% | -6% | -7% | i | 3% | 12% | 12 | 0 | -2%
COc1ccc2[nH]c(=O)c(CN(CCO)C(=O)c3ccccc3F)cc2c1 | 12% | 7% | 1% | i | 2% | 1% | 9 | 9 | -3%
Cc1ccc(OCCNC(=O)c2ccccc2N)cc1 | 2% | -8% | -9% | . | -2% | -1% | 0 | 4 | 1%
CCCCC(NC(C)=O)c1nc2ccccc2[nH]1 (configuration not stated) | 4% | -10% | 7% | i | 6% | 7% | 5 | 3 | -1%
Cc1sc(C(=O)NCc2cccnc2)c2nc(C)n(CC(=O)NCc3cccnc3)c(=O)c12 | 3% | -3% | 4% | i | 10% | . | 12 | 7 | 3%
COc1ccc(-c2cn[nH]c2N)c(OC)c1 | 12% | . | . | i | 4% | 6% | 10 | 6 | -6%
CC(C)C[C@H](NC(=O)NCc1ccccc1Cl)C(=O)O | 16% | -1% | 33% | i | -2% | . | 15 | 7 | 5%
CCOc1ccc(CCNC(=O)CN2CCN(Cc3ccccc3C)C2=O)cc1OCC | 6% | -5% | -5% | i | -4% | 11% | 15 | 0 | -5%
CC(C)c1cc(NCCCN2CCOCC2)n2c(nc3ccccc32)c1C#N | -17% | -8% | -4% | . | 8% | 4% | 0 | 0 | -2%
Fc1ccc(CSc2ncnc3nc[nH]c23)cc1 | 5% | 8% | 8% | i | -2% | 13% | 4 | 8 | -3%
CC(C)(C)n1nnnc1C(c1cccs1)N1CCCc2ccccc21 (configuration not stated) | 12% | -6% | -11% | i | 17% | 15% | 12 | 7 | 7%
O=C1c2ccccc2C(Nc2ccc3c(c2)OCCO3)N1c1ccccn1 (configuration not stated) | 13% | -7% | -1% | i | 1% | 15% | 0 | 4 | -3%
COCCN(CCOC)Cc1c(O)ccc2c3c(c(=O)oc12)CCC3 | 1% | 9% | -3% | . | -1% | 4% | 19 | 9 | 1%
CCOC(=O)c1[nH]c(C)c(/C(O)=C2\C(=O)C(=O)N(CCCn3ccnc3)C2c2ccncc2)c1C (configuration not stated) | 6% | 7% | 11% | i | -5% | 14% | 13 | 6 | 0%
Cc1nc2ccccn2c1/C(O)=C1\C(=O)C(=O)N(CCCn2ccnc2)C1c1ccncc1 (configuration not stated) | 10% | -20% | -4% | i | -3% | . | 11 | 3 | 0%
O=C(O)C1CC(=O)N(c2ccc(OCc3c(F)cccc3Cl)cc2)C1 (configuration not stated) | 8% | 11% | 10% | i | -4% | 6% | 5 | 4 | -5% | PMK inhibit pilot replicates=3.0;Spn MK inh pilot replicates=0.5;DPM-DC inhibit pilot screen %=0.0
Cc1occc1C(=O)NCc1ccccc1F | 10% | 2% | 3% | i | 2% | -3% | 2 | 12 | -10%
O=C(CC1CCCCC1)NCc1ccccn1 | 14% | -9% | 6% | i | 6% | 11% | 3 | 4 | -3% | PMK inhibit pilot replicates=7.0;Spn MK inh pilot replicates=1.0;DPM-DC inhibit pilot screen %=0.0
CCOc1ccc2[nH]c(=O)c(CN(CCO)C(c3nnnn3C3CCCCC3)C(C)C)cc2c1 (configuration not stated) | 10% | 0% | 4% | i | -10% | 2% | 5 | 5 | -1%
CCOC(=O)c1[nH]c(C)c(C(=O)NC(C)(C)C)c1C | 5% | -6% | -1% | i | 0% | . | 16 | 0 | -3%
CCOC(=O)N1CCc2c(sc(NC(=O)c3ccc(S(=O)(=O)N4CCCC4)cc3)c2C#N)C1 | 14% | 0% | 7% | i | -3% | . | 11 | 3 | -18%
Cc1nc2c(C)cccn2c1/C(O)=C1\C(=O)C(=O)N(CCN2CCOCC2)C1c1ccncc1 (configuration not stated) | 8% | 0% | -1% | i | -6% | 4% | 6 | 0 | -3%
COc1ccc(NS(=O)(=O)c2ccc(Oc3ncccn3)cc2)cc1 | 8% | 17% | 18% | i | 0% | 10% | 8 | 2 | -3%
CN1CCN(C(=O)c2ccc(S(=O)(=O)c3ccc(Br)cc3)cc2)CC1 | 5% | -12% | -4% | i | -5% | . | 11 | 10 | -7%
Cc1cccc(C)c1OCC(O)CNS(=O)(=O)c1ccccc1C(=O)N1CCOCC1 (configuration not stated) | 12% | 0% | 5% | . | -1% | -6% | 0 | 4 | -4%
CCc1c(C(=O)NC2CCCC2)csc1C | 7% | -18% | -9% | i | -4% | 2% | 4 | 2 | -5%
COCC(C)NC(=O)C1CC(c2cccc(Br)c2)=NO1 (configuration not stated) | 9% | -13% | -8% | i | -4% | 7% | 6 | 15 | 1%
COc1ccc(C(CC(=O)O)NC(C)=O)cc1OC (configuration not stated) | 9% | 4% | 8% | i | 32% | . | 19 | 0 | 8%
c1cc(C2OCCN2CC2COC3(CCCC3)O2)ccn1 (configuration not stated) | 5% | 3% | -3% | i | 2% | . | 6 | 0 | -2%

Reprinted at random: six compounds from above.
SMILES | TNAP inhibition | HPDE-C7 cytotoxicity | KRASV12 cytotoxicity | DPM-DC inhibit | HT1080 cytotoxicity | LYP inhibition | PMK inhibit | Spn MK inh | Bfl-1 displacement | others
CCC1CCCCN1Cc1nc2c(c(=O)n(C)c(=O)n2C)n1CCC(C)C (configuration not stated) | 13% | -13% | -2% | i | -7% | 6% | 0 | 4 | -4%
CN1CCN(C(=O)c2ccc(S(=O)(=O)c3ccc(Br)cc3)cc2)CC1 | 5% | -12% | -4% | i | -5% | . | 11 | 10 | -7%
Cc1cc(C(=O)NCCCN2CCCC2=O)no1 | 9% | -13% | 0% | i | 1% | -8% | 4 | 1 | -1%
O=C1c2ccccc2C(Nc2ccc3c(c2)OCCO3)N1c1ccccn1 (configuration not stated) | 13% | -7% | -1% | i | 1% | 15% | 0 | 4 | -3%
Cc1occc1C(=O)NCc1ccccc1F | 10% | 2% | 3% | i | 2% | -3% | 2 | 12 | -10%
CCCC(=O)Nc1ccc(-c2nc3cc(C)ccc3o2)cc1 | -4% | 21% | 34% | . | . | -8% | 0 | 2 | -8%

Later entries.
SMILES | TNAP inhibition | HPDE-C7 cytotoxicity | KRASV12 cytotoxicity | DPM-DC inhibit | HT1080 cytotoxicity | LYP inhibition | PMK inhibit | Spn MK inh | Bfl-1 displacement | others
Cc1ccc(CC(NC(=O)c2ccccc2)C(=O)N2CCCC2C(=O)O)cc1 (configuration not stated) | 12% | 3% | 3% | i | 0% | -3% | 1 | 4 | -1%
COC(=O)Cc1[nH]nc2c1C1(C(=O)N(Cc3ccc(Cl)cc3)c3ccccc31)C(C#N)=C(N)O2 (configuration not stated) | 9% | 4% | 16% | i | 0% | . | 13 | 0 | 0%
CCOc1ccc(N2C(=O)CC(NCCc3ccncc3)C2=O)cc1 (configuration not stated) | 1% | -1% | -15% | i | -4% | -8% | 3 | 6 | -9%
CC(C)(Oc1ccc(Cl)cc1)C(=O)N1CCN(c2ccccn2)CC1 | 10% | 1% | 1% | i | -7% | 5% | 12 | 9 | 1%
CC(C)Nc1nc(NC(C)C)nc(N(C)C(N)=O)n1 | 14% | 3% | 9% | i | -9% | . | 13 | 0 | -10%
COc1ccc(C2OC(=O)CC2C(=O)NC(C)C)cc1 (configuration not stated) | 9% | -6% | -8% | i | 7% | 13% | 22 | 0 | -2%
CCCc1n[nH]c2c1C(=O)CC(C)(C)C2 | 37% | 2% | -4% | i | 1% | . | 11 | 6 | 1%
CS(=O)(=O)N1CCCC(C(=O)NCCN2CCC(Cc3ccccc3)CC2)C1 (configuration not stated) | 5% | 2% | -1% | i | 0% | 3% | 19 | 1 | -2%
COc1ccc(NC(=O)N2CCCC(c3nc(-c4ccc(C(C)C)cc4)no3)C2)cc1 (configuration not stated) | -4% | 56%* | 66%* | i | 6% | . | 10 | 8 | -4%
COc1ccc2c(c1OC)C(=O)N(c1ccc3c(c1)CCC3)C2=O | 4% | -3% | -9% | i | 3% | 6% | 2 | 10 | 6% | PMK inhibit pilot replicates=1.0;Spn MK inh pilot replicates=2.0;DPM-DC inhibit pilot screen %=3.5
c1nc(N2CCOCC2)c2[nH]cnc2n1 | . | . | . | i | -2% | 16% | 10 | 7 | .
Cc1nnc(SCCn2c(N3CCN(Cc4ccccc4)CC3)nc3c2c(=O)[nH]c(=O)n3C)s1 | 0% | . | . | i | 8% | 0% | 8 | 12 | -6%
CCCCN(C)CCCNC(=O)c1cccc(N2CCCC2=O)c1 | 4% | 2% | 6% | i | . | . | 10 | 0 | -12%
c1ccc(CCN2CCN(c3ncnc4c3cnn4-c3ccccc3)CC2)cc1 | 4% | 14% | 31% | i | -8% | 11% | 4 | 7 | 1%
O=C(Nc1cc(C(F)(F)F)ccc1N1CCCCC1)c1ccco1 | 8% | 3% | 6% | i | 0% | -44% | 6 | 11 | -11%
